# BAZ2B block – BAZ2B (human) inhibition; Q9UIF8; AlphaScreen BAZ2B-H3K14Ac peptide displacement; Potency, µM (top dose mostly 114 µM), for the others: at the top dose activity change, negative = inhibition, most hits filed as inhibitors; 360,000 tested, 4.4% active; AID 504333; further: on the % scale 0 is the no-effect control and ±100 the full control effect; nearly all actives have a fitted effect of over 60% in size
#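 AlphaScreen displacement: compounds (up to 110uM) incubated 30 min at room temperature with a preformed 50 nM BAZ2B/50 nM biotinylated H3K14Ac peptide complex in PBS pH 7.4 with Tween-20. Donor and acceptor beads at 10 ug/mL final added, 20 min light-protected before reading.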
# BLM helicase inh – inhibitors of human Bloom syndrome helicase BLM; P54132; recombinant BLM DNA unwinding, fluorescence dequenching; Potency, µM (titrated, usually from 56.1 µM), for inactives: at the highest dose activity change, negative = inhibition, most hits filed as inhibitors; 350,000 tested, 0.2% active; AID 2528;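 further: plate controls were vehicle for no effect and no enzyme for full effect; nearly all actives have a fitted effect of over 35% in size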
# POLB inh – blocks human DNA polymerase beta activity; P06746; Pol beta primer extension/strand displacement, fluorescence kinetic; Potency, µM (top dose mostly 114 µM), inactives show top-dose activity change, negative = inhibition, actives largely listed as inhibitors; 340,000 tested, 1.3% active; AID 485314; further: on the % scale 0 is the no-effect control and ±100 the full control effect
#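 Kinetic readout of DNA synthesis with strand displacement by Pol beta. Compound and 10 nM enzyme sit 15 min at room temperature; 50 nM substrate starts the reaction, read immediately and at 10 min.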
# G9a inh – blocks human histone lysine methyltransferase G9a; Q96KQ7; G9a H3K9 monomethylation, AlphaScreen, 2 h; Potency, µM (highest dose often 102 µM), for the others: at the top dose activity, negative = inhibition, actives largely listed as inhibitors; 350,000 tested, 8.8% active; further: on the % scale 0 is the no-effect control and ±100 the full control effect; nearly all actives have a fitted effect of over 75% in size
# Target sequence (Q96KQ7 913-1193 limits assumed): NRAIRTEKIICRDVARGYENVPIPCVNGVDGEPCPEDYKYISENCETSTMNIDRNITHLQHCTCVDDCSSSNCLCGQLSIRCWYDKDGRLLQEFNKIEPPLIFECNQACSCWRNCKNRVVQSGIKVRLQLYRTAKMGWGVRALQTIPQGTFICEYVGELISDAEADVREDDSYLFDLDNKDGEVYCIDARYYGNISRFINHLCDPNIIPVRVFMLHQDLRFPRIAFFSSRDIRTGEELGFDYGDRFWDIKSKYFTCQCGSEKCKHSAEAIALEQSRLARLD
#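 Enzyme 20 nM + cpd, 15 min RT; add b-H3K9 pep 500 nM / SAM 20 uM; 2 h RT; anti-H3K9me1 Ab 0.5 ug/mL + SA donor / anti-rabbit acceptor beads 20 ug/mL each, 10 min; AlphaScreen read.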
# Pol kappa inh – blocks human DNA polymerase kappa activity. purified Pol kappa, fluorescent DNA synthesis assay, 10 min. Potency, µM (top dose mostly 107 µM), for inactives: at the top dose activity, negative = inhibition, usual class: inhibitors. 400,000 tested, 0.53% active; further: on the % scale 0 is the no-effect control and ±100 the full control effect
#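 Inhibition of 10 nM Pol kappa is measured by a fluorescent read-out at 0 and 10 min following addition of 50 nM substrate (final), with a 15-min room-temperature compound preincubation.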
# POLH inh – inhibitors of human DNA polymerase eta. recombinant Pol eta, fluorescent DNA replication assay. Potency, µM (top dose mostly 114 µM), for the others: at the highest dose activity change, negative = inhibition, hits mostly inhibitors. 390,000 tested, 1.2% active. AID 588591; further: on the % scale 0 is the no-effect control and ±100 the full control effect
#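 Pol eta at 10 nM preincubated with compounds 15 min at room temperature; reaction started with fluorescent substrate (50 nM final) and read kinetically at 0 and 10 min.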
# POLI inh – blocks human DNA polymerase iota activity; Potency, µM (titrated, usually from 115 µM), for the others: top-dose activity, negative = inhibition, usual class: inhibitors; Q9UNA4; Pol iota fluorescent replication assay, 10 min; 390,000 tested, 1% active
#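 Fluorescent replication assay read twice, at 0 min and 10 min after adding 50 nM (final) substrate. Enzyme (10 nM) and compounds were first incubated 15 min at room temperature; enzyme-free buffer wells were negative controls.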
# APE1 inh – blocks human APE1 abasic DNA cleavage; recombinant APE1, TAMRA/BHQ-2 abasic DNA cleavage fluorescence; P27695; 350,000 tested, 0.35% active; Potency, µM (highest dose often 65.8 µM), inactives show at the highest dose activity change, negative = inhibition, usual class: inhibitors;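 further: plate controls were vehicle for no effect and reference inhibitor for full effect; nearly all actives have a fitted effect of over 55% in size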
# Target sequence (P27695 whole entry, looked up): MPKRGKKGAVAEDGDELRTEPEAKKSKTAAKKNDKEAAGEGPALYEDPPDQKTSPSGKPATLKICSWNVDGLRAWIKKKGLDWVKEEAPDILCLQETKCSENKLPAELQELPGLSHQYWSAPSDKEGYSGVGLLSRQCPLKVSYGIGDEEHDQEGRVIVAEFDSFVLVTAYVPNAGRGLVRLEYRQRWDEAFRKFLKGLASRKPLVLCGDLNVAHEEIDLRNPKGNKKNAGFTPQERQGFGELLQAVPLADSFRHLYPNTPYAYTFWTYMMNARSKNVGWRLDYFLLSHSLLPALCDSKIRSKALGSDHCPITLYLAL
#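 Substrate: short duplex with […] THF abasic site, 5'-TAMRA and 3'-BHQ-2, 50 nM final. APE1 at 0.75 nM, preincubated 15 min RT with compound. Fluorescence increase from first to third read measured activity.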
# Anesthetic bind – candidate novel general anesthetic via apoferritin binding. P02791. apoferritin/1-aminoanthracene competitive binding, fluorescence. Potency, µM (titrated, usually from 77.5 µM), for the others: at the top dose activity change, negative = displacement, hits mostly inhibitors. 350,000 tested, 0.074% active. AID 485281; further: on the % scale 0 is the no-effect control and ±100 the full control effect; nearly all actives have a fitted effect of over 20% in size
# Target sequence (P02791 2-175 limits assumed): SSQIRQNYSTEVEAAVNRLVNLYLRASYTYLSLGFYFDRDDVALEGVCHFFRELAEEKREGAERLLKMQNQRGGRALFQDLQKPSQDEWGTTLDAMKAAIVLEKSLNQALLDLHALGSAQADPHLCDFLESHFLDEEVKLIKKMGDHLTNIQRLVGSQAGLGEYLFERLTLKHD
#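 In PBS, apoferritin at 10 uM is loaded with 1-AMA from a 50% saturated solution. After 10 min of compound exposure at ambient temperature, reduced 535 nm fluorescence indicates probe displacement.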
# * marks the source's active call; other numbers are inactive results; u = inconclusive; x = not tested or not shown; & = joins results of further samples; [ ] = remark or other dose. The call rests on the fitted dose curve; in most records, active means well fitted curve in the direction sought with a large enough effect; inconclusive means small, poorly fitted or top-dose-only effect, or another doubt; inactive means no such curve, though single readings can be large; an effect the other way counts as inactive or inconclusive. Potency means the concentration at half of the fitted maximal effect. Only part of the results is shown; count on the stated rates, not on these rows.
SMILES,BAZ2B block,BLM helicase inh,POLB inh,G9a inh,Pol kappa inh,POLH inh,POLI inh,APE1 inh,Anesthetic bind
O=C(CCNC(=O)c1ccco1)Nc1ccccc1N1CCOCC1,-24%,1%,-14%,3%[59 µM],-3%,-12%,42%[activator],2%,-1%
O=C(O)c1cc(Cl)nc2ccccc12,-14%,-1%,45%,x,6%,5%,-4%,0%,-10%
CCCCCC(=O)N1CCN(CCN=CC2=C(O)CC(c3cccs3)CC2=O)CC1 (centres undefined),0%,-2%,-14%,6%,1%&-5%,u,14%&12%,0%,-11%
Cc1nc(N2CCCC2)c2c(C(=O)N3CCN(c4cccc(Cl)c4)CC3)c(C)oc2n1,-18%[57.1 µM],1%,-30%,-9%[59 µM],-16%,-20%,9%,x,-1%
COc1cc(NC(=O)CCc2ccccc2)nc(OC)n1,12%,-1%,92%,9%[59 µM],-3%,-16%,5%,0%,u
CCCc1nnc(NC(=O)CCC(=O)NCc2ccc(Cl)cc2Cl)s1,-15%,-1%,46%,x,-6%,-7%,-19%,1%,1%
C=Cc1ccc(Cn2c(C(=O)O)c(CNC3CCCC3)c3ccc(C)cc32)cc1,u,-6%,0%,u,-14%,-21%,11%,x,-5%
Cc1cc(C)c(OCCOCCN(C)C)c(Br)c1,u,-11%,-18%,10µM*,-5%,-4%,16%,1%,2%
O=C(c1ccccc1O)N1N=C(C(F)(F)F)CC1(O)c1ccc([N+](=O)[O-])cc1 (centres undefined),u,-5%,17%,u,0%,-15%,18%,13%,-11%
CCCCNC(=O)CCCCCNS(=O)(=O)c1ccc(OC)cc1,-37%,-2%,38%,-33%,-10%,-11%,-1%[58.9 µM],14%,-8%
CCCC(=O)Nc1cccc(OCc2cc(=O)n3cccc(C)c3n2)c1,-3%,-2%,1%,-3%[59 µM],-6%[60.1 µM],3%,-22%,x,46%[activator]
COc1ccc(C(c2c(C)n(C)n(-c3ccccc3)c2=O)c2c(C)n(C)n(-c3ccccc3)c2=O)c(OC)c1OC,5%,-8%,59%,x,-1%,-15%,27%,7%,-7%
O=C(CCn1c(=S)[nH]c2ccccc2c1=O)NCCCN1CCCC1=O,u,0%,13%,u,6%,-7%,-9%,-4%,-10%
CCC1(CC)NC(=O)N(CC(=O)Nc2ccc(-n3cnnn3)cc2)C1=O,x,x,x,x,-3%,-1%,u,24%,x
COc1cccc(CNc2nn[nH]n2)c1OC,3%,-1%,-26%,1%[59 µM],-10%,-18%,-11%,1%,7%
CC(=O)c1ccc(NC2OC(CO)C(O)C(O)C2O)cc1 (centres undefined),-5%,2%,6%,25%[2.33 µM],1%,-8%,15%,-1%,-5%
O=C(N[C@@H](CCC/[N+]([O-])=C/c1ccccc1)C(=O)O)OCc1ccccc1,x,x,x,x,-2%,-12%,10%,u,x
COC(=O)C1=C(CSc2nc3ccccc3o2)NC(=O)NC1c1cc(C)ccc1C (centres undefined),u,-2%,2%,8%[12.7 µM],-19%,-17%,-8%,9%,-6%
Cc1cc(C)cc(NC(=O)C(NS(=O)(=O)c2cccc3nsnc23)c2ccccc2)c1 (centres undefined),x,-8%,3%,-5%[59 µM],-18%,-4%,189%[activator],x,-18%
CC(C)CCNC(=O)c1c2c(nc3ccccc13)C(=O)N(C1CCCCC1)C2,-13%,-2%,2%,10%[59 µM],-8%,-14%,20%,x,u
C/C(=C\c1ccc2c(c1)OCO2)C(=O)c1c(C)cc(C)[nH]c1=O,2%,1%,39%,x,5%,-7%,19%,5%,-24%
CC(=O)OCC1OC(OC(C)=O)C(NC(=O)c2cccnc2)C(OC(C)=O)C1OC(C)=O (centres undefined),5%,-1%,1%,17%[59 µM],-9%,-2%,13%,-1%,-8%
CN(CC(=O)Nc1ccccc1C(F)(F)F)C(=O)C1CCN(C(=O)c2ccc(Cl)cc2)CC1,3%,x,x,12%[2.33 µM],-3%,-16%,-2%,11%,x
O=C(NNC(=O)c1ccccc1[N+](=O)[O-])c1ccccn1,-23%,-15%,1%,x,0%,-19%,150%[activator],4%,-4%
N#Cc1nc(-c2ccccc2F)oc1NC1CCCCC1,-27%,0%,9%,u,0%,-5%,0%,-3%,-9%
CCOc1ccccc1NC(=O)NNS(=O)(=O)c1cc(OC)ccc1OC,-8%,-3%,-2%,x,-2%,-1%,12%,5%,-2%
CN(C)CCCN1C(=O)CSC1c1ccc([N+](=O)[O-])cc1 (centres undefined),-25%,-5%,4%,8%[59 µM],-21%,1%,45%[activator],-1%,-3%
Cc1cccnc1NCc1ccc(O)c2ncccc12,13µM*,1%,-1%,1.8µM*,-4%,-2%,20%,4%,u
Cc1nc2nc(SCC(=O)NCCCN3CCCCC3)nn2c(C)c1Cc1ccccc1,-13%,5%,8%,7%,-6%,-10%,4%,72%[activator],-4%
Oc1c(C(Nc2cccc(C(F)(F)F)c2)c2ccncc2)ccc2cccnc12 (centres undefined),20µM*,-7%,-3%,28µM*,-8%,-25%,201%[activator],-5%,-17%
COc1cc(C(O)c2nc3ccccc3n2C(C)C)cc(OC)c1OC (centres undefined),8%,-4%,7%,x,-19%,-3%,1%,-16%,-9%
COc1ccccc1C(=O)NNC1=C(C(=O)C(F)(F)F)CCC1,3%,-2%,7%,31%[0.501 µM],-5%[60.1 µM],5%,-14%,-1%,-21%
O=C(Nc1nnc(C2CC2)s1)C1COc2ccccc2O1 (centres undefined),-3%,-3%,1%,-10%,-14%,5%,74%[activator],-6%,-16%
Cc1ccc(C)c(NC(=O)CSc2nc3c(c(=O)n2C)SC(C)C3)c1 (centres undefined),10%,-2%,9%,-11%,-7%,-12%,-7%,-1%,-2%
CCCCN1C(=O)c2ccccc2C1C(=O)NC1CCCC1 (centres undefined),6%,-3%,15%,11%[59 µM],-1%,-4%,21%,1%,-15%
O=C(O)Cc1ccc(NC(=O)c2ccc(NC(=O)c3ccco3)cc2)cc1,u,1%,u,u,u,25µM*,45µM*,-4%,-9%
Nc1c(C(=O)CSc2n[nH]c(-c3ccccc3)n2)c(=O)[nH]c(=O)n1C1CC1,10%,x,x,-43%,u,-5%,32%[activator],23%,x
CCOC(=O)CSc1nnc2n1C(C)(C)Cc1ccccc1-2,13%,4%,9%,-6%[59 µM],-10%,-7%,13%,16%,-1%
CCn1ncc(S(=O)(=O)Nc2cccnc2)c1C,-5%,-3%,3%,23%,-9%,2%,5%,5%,0%
CCCCc1c(O)nc(SCC(=O)N2CCCCC2)n(-c2ccccc2C)c1=O,-26%,1%,-18%,9%[12.7 µM],1%,-6%,8%,-6%,5%

# 10 consecutive records already listed, quoted:
SMILES,BAZ2B block,BLM helicase inh,POLB inh,G9a inh,Pol kappa inh,POLH inh,POLI inh,APE1 inh,Anesthetic bind
O=C(N[C@@H](CCC/[N+]([O-])=C/c1ccccc1)C(=O)O)OCc1ccccc1,x,x,x,x,-2%,-12%,10%,u,x
COC(=O)C1=C(CSc2nc3ccccc3o2)NC(=O)NC1c1cc(C)ccc1C (centres undefined),u,-2%,2%,8%[12.7 µM],-19%,-17%,-8%,9%,-6%
Cc1cc(C)cc(NC(=O)C(NS(=O)(=O)c2cccc3nsnc23)c2ccccc2)c1 (centres undefined),x,-8%,3%,-5%[59 µM],-18%,-4%,189%[activator],x,-18%
CC(C)CCNC(=O)c1c2c(nc3ccccc13)C(=O)N(C1CCCCC1)C2,-13%,-2%,2%,10%[59 µM],-8%,-14%,20%,x,u
C/C(=C\c1ccc2c(c1)OCO2)C(=O)c1c(C)cc(C)[nH]c1=O,2%,1%,39%,x,5%,-7%,19%,5%,-24%
CC(=O)OCC1OC(OC(C)=O)C(NC(=O)c2cccnc2)C(OC(C)=O)C1OC(C)=O (centres undefined),5%,-1%,1%,17%[59 µM],-9%,-2%,13%,-1%,-8%
CN(CC(=O)Nc1ccccc1C(F)(F)F)C(=O)C1CCN(C(=O)c2ccc(Cl)cc2)CC1,3%,x,x,12%[2.33 µM],-3%,-16%,-2%,11%,x
O=C(NNC(=O)c1ccccc1[N+](=O)[O-])c1ccccn1,-23%,-15%,1%,x,0%,-19%,150%[activator],4%,-4%
N#Cc1nc(-c2ccccc2F)oc1NC1CCCCC1,-27%,0%,9%,u,0%,-5%,0%,-3%,-9%
CCOc1ccccc1NC(=O)NNS(=O)(=O)c1cc(OC)ccc1OC,-8%,-3%,-2%,x,-2%,-1%,12%,5%,-2%

# (continued)
SMILES,BAZ2B block,BLM helicase inh,POLB inh,G9a inh,Pol kappa inh,POLH inh,POLI inh,APE1 inh,Anesthetic bind
CC(=O)Nc1cccc(NC(=O)CS(=O)(=O)c2cn(CC(=O)N3CCOCC3)c3ccccc23)c1,-2%,0%,0%,-10%,0%,-12%,-8%,-9%,2%
COC(=O)c1cccc(NC(=O)Cc2ccc(OC)cc2)c1C,-5%,-1%,17%,11%,3%,-7%,-7%,1%,-2%
Cn1cc([N+](=O)[O-])c(C(=O)NC2CCCCCCC2)n1,-34%,1%,20%,19%[59 µM],x,x,x,23%,u
COc1ccc(S(=O)(=O)c2snnc2C)cc1,0%,-3%,8%,3%,-3%,-17%,8%,22%,-1%
COC(=O)C(Cc1ccc(O)cc1)NC(=O)CCc1nc2ccccc2s1 (centres undefined),-38%,-5%,28%,40µM*,-4%,2%,-3%,16%,-13%
COc1ccc(CC(=O)N2CCc3ccccc3C2)cc1,6%,-7%,55%,11%,-15%,0%,11%,-1%,-3%
O=C(CCl)Nc1cccc(S(=O)(=O)NC2=NCCC2)c1,-18%,-4%,3%,3%,-4%,-1%,5%,0%,7%
